# BRCA1 expr up – activators of BRCA1 expression; 1.1% of 380,000 active; MCF7-BRCA1-FFLuc reporter, luminescence, 48 h; response scale: scaled: vehicle 0%, 10 µM genistein 100%; Potency, µM (titrated, usually from 46.1 µM), for inactives: at the top dose activation, hits mostly activators; note: potency is the fitted concentration of half-maximal effect; nearly all actives have a fitted effect of over 80% in size; some results filed as inactive show a strong effect at the top dose
#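 Luminescence from a BRCA1-driven firefly luciferase in MCF7 cells was read after 48 h compound exposure at 37 C. Data normalized against DMSO and a 10microM genistein activation control, then curve-fitted across the titration.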
# NPC1 prom act – NPC1 promoter activation; AID 485313; 2.4% of 320,000 active; Potency, µM (highest dose often 9.22 µM), for inactives: top-dose activation, actives largely listed as activators; Huh7 NPC1 promoter luciferase reporter, 24 h;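 note: potency is the fitted concentration of half-maximal effect; % of control where 0% means no effect; nearly all actives have a fitted effect of over 60% in size; reporter is driven by a mutant NPC1 promoter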
#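 In 1536-well qHTS, Huh7 cells harboring an NPC1 promoter–luciferase construct received compound for 24 h; activation was quantified by luminescence following luciferase reagent addition.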
# p53 reactivator – re-activators of mutant p53; H1299 p53-A138V BP100-luciferase reporter, luminescence, 24 h; Potency, µM (titrated, usually from 92.2 µM), for the others: top-dose activity change, positive = activation, actives largely listed as activators; 0.063% of 320,000 active; note: potency is the fitted concentration of half-maximal effect; % of control where 0% means no effect; nearly all actives have a fitted effect of over 45% in size
#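 H1299 (p53-null), stable ts p53-A138V + BP100-Luc; 1000 cells/well, Opti-MEM/10% FBS; cpd 4 pt, 1:5; 24 h, 37 deg C, 5% CO2; detection reagent 10 min RT; luminescence.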
# Gal4-VP16 FLuc – Gal4-VP16 reporter inhibition counter-screen | Drosophila S2 Gal4-VP16 UAS-luciferase, luminescence, 20 h | Potency, µM (titrated, usually from 53.6 µM), for the others: at the top dose activity, negative = inhibition, most hits filed as inhibitors | 3.5% of 310,000 active | AID 2546;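 note: Gal4-VP16 expression switched on by copper sulfate through the metallothionein promoter; potency is the fitted concentration of half-maximal effect; % is set by controls: 0 for no effect and ±100 for the full control effect; nearly all actives have a fitted effect of over 50% in size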
# PKM2 act – activators of human pyruvate kinase M2. P14618. Potency, µM (highest dose often 57.5 µM), for inactives: at the highest dose activation, actives largely listed as activators. purified PKM2, Kinase-Glo ATP luminescence, activation; response scale: 0% is enzyme alone, no compound. 0.34% of 260,000 active; note: potency is the fitted concentration of half-maximal effect; % is set by controls: 0 for no effect and ±100 for the full control effect; nearly all actives have a fitted effect of over 55% in size
#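 Purified hPK-M2 (>95% pure) converted ADP (0.1 mM final) to ATP with 0.5 mM PEP in 50 mM imidazole pH7.2, KCl, MgCl2, Tween 20, BSA; 1 h at room temperature. ATP detected by Kinase-Glo luminescence.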
# RORgamma inh – blocks mouse ROR gamma transcriptional activity; Drosophila S2 Gal4-RORgamma UAS-luciferase reporter, 20 h; P51450; Potency, µM (highest dose often 53.6 µM), for the others: at the highest dose activity change, negative = inhibition, hits mostly inhibitors; AID 2551; 5.4% of 310,000 active; note: potency is the fitted concentration of half-maximal effect; % is set by controls: 0 for no effect and ±100 for the full control effect; nearly all actives have a fitted effect of over 60% in size
# Target sequence (P51450 whole entry, looked up, the tested form may be a part): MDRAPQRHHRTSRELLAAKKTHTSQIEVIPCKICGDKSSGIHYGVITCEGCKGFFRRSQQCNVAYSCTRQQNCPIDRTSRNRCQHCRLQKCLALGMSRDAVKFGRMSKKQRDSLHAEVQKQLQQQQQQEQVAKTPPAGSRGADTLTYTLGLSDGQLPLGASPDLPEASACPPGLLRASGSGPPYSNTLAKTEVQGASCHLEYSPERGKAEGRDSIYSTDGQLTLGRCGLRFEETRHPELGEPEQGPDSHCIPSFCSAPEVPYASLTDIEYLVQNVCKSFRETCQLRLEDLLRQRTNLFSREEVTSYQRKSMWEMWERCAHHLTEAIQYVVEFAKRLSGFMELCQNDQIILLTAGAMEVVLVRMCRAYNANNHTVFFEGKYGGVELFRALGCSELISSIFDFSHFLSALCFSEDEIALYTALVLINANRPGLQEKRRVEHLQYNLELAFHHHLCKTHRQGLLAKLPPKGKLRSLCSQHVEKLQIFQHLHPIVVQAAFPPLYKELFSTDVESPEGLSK
#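 In this cell-based reporter format, copper sulfate (700 uM final) drives Gal4–ROR gamma fusion expression from a metallothionein promoter in Drosophila Schneider cells; compounds preincubated 1 hr, reporter read after 20 hr at ambient temperature.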
# ELG1 genotoxic – genotoxicity induction in ELG1-luciferase HEK293T cells; HEK293T ELG1-luciferase reporter, luminescence, 16 h; Potency, µM (highest dose often 46 µM), for the others: at the top dose activity change, positive = activation, usual class: activators; 1.3% of 330,000 active; note: potency is the fitted concentration of half-maximal effect; % of control where 0% means no effect; nearly all actives have a fitted effect of over 60% in size
#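 Step 1: seed 2,000 HEK293T ELG1-luciferase cells per well. Step 2: add compound or DMSO, incubate 16 hr at 37 °C. Step 3: ONE-Glo, 30 min at room temperature, read luminescence.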
# Giardia killer – kills Giardia lamblia; Giardia lamblia trophozoite viability; activity change, % at 7.66 µM, hits read low; 0.15% of 340,000 active; in the data active = activity change below about -80%; inconclusive = between about -30% and that limit;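 note: parasites exposed to compound for two days anaerobically before the ATP read; % is set by controls: 0 for no effect and ±100 for the full control effect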
#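 Killing of trophozoites was scored by loss of ATP luminescence after a 48 hrs anaerobic exposure to compounds at 37 deg C, using 100 cells per well.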
# FLuc modulator – inhibits or activates purified firefly luciferase, miR-21 counter-screen; P08659; purified FLuc, Km substrates, luminescence inhibition; Potency, µM (titrated, usually from 57.5 µM), inactives show at the highest dose activity change, negative = inhibition, hits mostly inhibitors; 6.9% of 360,000 active;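 note: potency is the fitted concentration of half-maximal effect; plate controls were vehicle for no effect and reference inhibitor for full effect; nearly all actives have a fitted effect of over 55% in size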
# Target sequence (P08659 whole entry, looked up): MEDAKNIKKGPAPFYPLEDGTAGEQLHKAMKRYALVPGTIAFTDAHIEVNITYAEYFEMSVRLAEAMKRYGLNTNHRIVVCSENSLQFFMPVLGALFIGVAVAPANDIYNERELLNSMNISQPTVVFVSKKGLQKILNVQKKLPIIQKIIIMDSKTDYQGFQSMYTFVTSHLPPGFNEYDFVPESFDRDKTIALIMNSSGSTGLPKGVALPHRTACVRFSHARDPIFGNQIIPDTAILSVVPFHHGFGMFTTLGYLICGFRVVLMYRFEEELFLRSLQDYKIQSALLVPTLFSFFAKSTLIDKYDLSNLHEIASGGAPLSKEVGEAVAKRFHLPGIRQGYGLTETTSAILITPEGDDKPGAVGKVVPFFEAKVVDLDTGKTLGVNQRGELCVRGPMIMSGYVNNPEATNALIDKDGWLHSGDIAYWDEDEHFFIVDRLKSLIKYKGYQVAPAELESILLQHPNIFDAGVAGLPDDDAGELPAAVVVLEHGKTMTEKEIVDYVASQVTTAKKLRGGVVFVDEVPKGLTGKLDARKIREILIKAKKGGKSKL
#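 Purified P. pyralis luciferase, 10 nM final, with Km-level 10 uM D-luciferin and 10 uM ATP in 50 mM Tris acetate pH 7.5, 10 mM Mg acetate, 0.01% Tween-20, 0.05% BSA; 6-point qHTS titration about 60 µM downward; luminescence read.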
# Rab9 prom act – Rab9 promoter activation; AID 485297; Huh7 Rab9 promoter-luciferase reporter, luminescence, 24 h; 2.8% of 320,000 active; Potency, µM (highest dose often 9.22 µM), for inactives: at the highest dose activation, negative = inhibition, hits mostly activators; note: potency is the fitted concentration of half-maximal effect; % of control where 0% means no effect; nearly all actives have a fitted effect of over 60% in size
#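 Huh7 cells stably carrying a Rab9 promoter-luciferase reporter, 1500 cells per well in OP-MEM I with 10% FBS, treated with compound 24 hours at 37C. Luciferase activity read by luminescence after 10 minutes with Amplite reagent.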
# Menin MLL FP TR – displaces Texas Red mutant MLL peptide from human menin | O00255 | Menin + Texas Red MLL mutant peptide, fluorescence polarization | Potency, µM (top dose mostly 61.6 µM), for the others: at the highest dose FP activity change, negative = inhibition, usual class: inhibitors | 0.23% of 270,000 active; active = well fitted inhibition curve with a large enough effect in the polarisation, with a control signal flat, not every such curve was filed as active; inconclusive = small, poorly fitted or top-dose-only effect, or effect the other way, or a change in a side signal; inactive = no such curve, though single readings can be large or run the other way; the % refers to the polarisation; note: potency is the fitted concentration of half-maximal effect; % of control where 0% means no effect; many of its hits are not listed in these tables
# The depositor's hits bear a star; ? = inconclusive; . = no result given; & = joins results of further samples; [ ] = remark or other dose. Unless noted, calls come from the whole dose curve; as a rule, active = well fitted curve in the direction sought with a large enough effect; inconclusive = small, poorly fitted or top-dose-only effect, or another doubt; inactive = no such curve, though single readings can be large; an effect the other way counts as inactive or inconclusive.
# Every second line gives: BRCA1 expr up	NPC1 prom act	p53 reactivator	Gal4-VP16 FLuc	PKM2 act	RORgamma inh	ELG1 genotoxic	Giardia killer	FLuc modulator	Rab9 prom act	Menin MLL FP TR
> Clc1ccc2c(c1)C1OCCC1C(c1ccco1)N2 (configuration not stated)
  22.1%	?	?	8.7%	-18.2%	-1.5%	?	-11.9	?	4.47µM*	24.1%
> CC1S/C(=N/N=C2CCC(C(C)(C)C)CC2)NC1=O (configuration not stated)
  21.9%	1.7%	26.0%	5.01µM*	-2.9%	2.51µM*	-0.5%	-1.0	?	-8.0%	-9.7%
> O=C(NCc1cccs1)C(NS(=O)(=O)c1cccc2nsnc12)c1ccccc1 (configuration not stated)
  8.8%	2.3%	1.5%	-0.7%	1.8%	8.8%	0.0%	4.1	-1.1%	-1.1%	16.2%
> CCCCN(C(=O)CSc1nnc(-c2ccccc2)n1C)c1c(N)n(Cc2ccccc2)c(=O)[nH]c1=O
  6.7%	-0.1%	-1.5%	-1.9%	-11.7%	38.6%	0.1%	-13.5	4.2%	-3.5%	-7.8%
> COc1ccc(OC)c(NC(=O)CCNS(=O)(=O)c2cccs2)c1
  4.5%	2.0%	-0.9%	9.9%	1.7%	22.7%	0.7%	-1.3	4.6%	3.5%	-18.0%
> CC(C)(C)n1ncc2c(=O)n(Cc3ccc(Cl)cc3)cnc21
  -1.7%	-0.2%	-4.9%	?	4.9%	?	-5.0%	-0.5	?	-1.9%	-16.6%
> O=[N+]([O-])c1cccc(CNC2CCCCCC2)c1
  -19.6%	-2.7%	3.0%	0.8%	0.3%	0.4%	-2.4%	10.9	-2.9%	-0.4%	-4.0%
> CC(C)CNC(=O)NC(=O)COC(=O)COc1ccc(Cl)cc1Cl
  -0.7%	-4.1%	-3.5%	-10.9%	-0.1%	-7.0%	-0.2%	-1.4	-0.5%	-6.8%	.
> Cc1cccc(C)c1NC(=O)CN(C)C(=O)c1ccccc1SCC(=O)N1CCCC1
  -4.8%	0.1%	8.4%	.	.	.	-0.2%	6.0	2.1%	1.1%	.
> CN(C)S(=O)(=O)N1CCC(c2ccc(F)cc2)C(COc2ccc3c(c2)OCO3)C1 (configuration not stated)
  -39.7%	1.5%	-0.7%	2.3%	23.1%	3.6%	-2.8%	11.8	-0.9%	7.5%	0.7%
> O=C(CSC(=S)N1CCCC1)N1CCN(S(=O)(=O)c2cccc(F)c2)CC1
  -1.0%	0.1%	1.2%	.	.	.	-0.4%	-7.8	5.1%	-4.5%	.
> COc1cccc(-c2cc(=O)c3cc(NC(=O)c4ccccc4)ccc3[nH]2)c1
  -59.4%	-23.5%	-2.9%	-15.2%&-16.8%	-2.3%	?	?	-28.9	3.5%	-16.5%	?
> COc1ccc(C(=O)NNC(=O)CSc2nnnn2C)cc1
  5.1%	-1.0%	0.6%	7.6%	-1.5%	-13.7%	2.8%	-3.4	0.1%	-3.9%	1.8%
> O=Cc1cccn1-c1sc2c(c1C(=O)O)CCCC2
  -17.9%	-1.7%	-0.1%	-14.7%	0.3%	20.1%	2.9%	-3.9	-5.7%	-11.4%	-9.2%
> O=C(CCNc1cccc(F)c1)c1cc2ccccc2o1
  0.0%	-0.6%	?	2.1%	3.1%	17.1%	-13.6%	-10.0	?	15.7%	-1.4%
> Cc1cccc(CC2CC(=O)N(c3ccccc3)C2=O)c1 (configuration not stated)
  15.8%	5.4%	-10.2%	-7.2%	-3.1%	-22.6%	3.0%	7.0	-0.2%	6.5%	-5.1%
> CC(C)(C)c1nnc(NC(=O)c2cccs2)s1
  ?	2.82µM*	10.0%	?	0.4%	17.8µM*	?	-4.1	10.7µM*	2.82µM*	7.4%
> O=S(=O)(NCCC1=CCCCC1)c1cccc(Br)c1
  -63.2%	-1.8%	14.0%	.	.	.	-0.5%	2.0	-0.9%	-6.2%	.
> OCC1OC(Oc2c[nH]c3ccccc23)C(O)C(O)C1O (configuration not stated)
  0.0%	8.4%	1.0%	.	.	.	-10.9%	22.8	3.0%	1.4%	.
> Cc1cc(C(=O)CSc2nc3ccccc3[nH]2)c(C)n1CC1CCCO1 (configuration not stated)
  -53.8%	?	-5.5%	?	-6.1%	?	-10.4%	-14.4	0.536µM*	?	19.5%
> CCCOc1ccc(-c2c(=O)n(OCc3ccc([N+](=O)[O-])cc3)c3ccccc3[n+]2[O-])cc1
  -23.3%	-3.1%	-8.1%	-8.8%	-1.9%	9.5%	9.2%	7.6	0.1%	0.2%	-0.9%
> COC(=O)C1=CN(CC2CCCO2)C=C(C(=O)OC)C1c1cc(OC)c(OC)c(OC)c1 (configuration not stated)
  0.8%[1.84 µM]	.	.	8.6%	?	-3.2%	.	-2.4	3.5%	.	-7.4%
> CC(CN1CCOCC1)OC(=O)c1cccc(Br)c1 (configuration not stated)
  10.0%	7.9%	-1.9%	3.1%	-9.5%	-14.1%	7.1%	-17.3	-18.9%	-1.5%	-5.1%
> O=C(Nc1ccn(Cc2ccc(Cl)cc2)n1)c1ccccc1
  7.94µM*	?	2.8%	?	26.8%	8.7%	?	-6.7	10.7µM*	3.55µM*	14.5%
> CCCCc1cc2c(c(NC(=O)CC)n1)c(=O)oc1ccccc12
  -51.3%	10.5%	-1.8%	4.2%	-4.6%	-2.7%	3.4%	-4.0	-0.9%	-11.7%	10.2%
> Cn1nc(C(C)(C)C)c([N+](=O)[O-])c1C(=O)Nc1ccc(Br)cc1
  -18.6%	-4.3%	-3.4%	-1.8%	6.3%	?	-16.3%	10.0	4.6%	-2.4%	.
> CCc1nc2ccccc2n1CC(O)COc1ccc(NC(C)=O)cc1 (configuration not stated)
  -24.9%	1.8%	-10.8%	-0.2%	2.3%	37.3%	1.3%	0.0	-3.5%	1.1%	2.6%
> O=C(C/C=N/OCc1ccc(Cl)cc1)c1cnc(-c2ccccc2)s1
  -2.9%	-5.2%	18.7%	0.5%	-4.3%	12.8%	-0.9%	24.7	-10.4%	-7.8%	?
> CC(C)(C)OC(=O)N1CCC(C(=O)N[C@@H](Cc2ccccc2)C(=O)O)(c2ccccc2)CC1
  12.4%	-7.2%	-4.9%	-8.2%	9.2%	-7.1%	-0.4%	-8.2	-1.4%	-3.5%	-9.4%
> CCC(C)n1c(=O)c(C(=O)Nc2ccccc2S(N)(=O)=O)c(O)c2ccccc21 (configuration not stated)
  -63.3%	15.9%	4.6%	-6.6%	-1.5%	?	0.7%	1.1	0.9%	3.8%	?
> COc1ccc(C(=O)N=c2sc3c(C)ccc(OC)c3n2C)cc1OC
  ?	1.58µM*	12.9%	8.6%	-7.3%	-24.5%	-2.7%	-17.7	2.69µM*	1.78µM*	.
> Cc1ccc2[nH]c(=O)c(N3CCOCC3)c(-c3ccccc3)c2c1
  -26.8%	-0.2%	7.7%	3.9%	1.4%	0.6%	-0.1%	-4.1	2.4%	-4.5%	-0.2%
> CC(/C=C/c1ccco1)=N/NC(=O)CNc1ccccc1C
  -10.1%	2.2%	0.4%	?	?	-17.0%	0.3%	-4.0	-1.2%	2.3%	?
> O=C(O)c1ccc(Oc2cccc([N+](=O)[O-])c2)cc1C(=O)O
  0.1%	-5.9%	0.7%	1.9%	-1.0%	0.8%	-0.8%	23.3	2.8%	0.0%	1.8%
> Cc1ccc(N(C(=O)CNC(=O)c2ccco2)C(C(=O)NC2CCCC2)c2cccnc2)cc1C (configuration not stated)
  -14.2%	-3.9%	-12.6%	-0.4%	-4.8%	29.5%	-0.3%	-0.7	1.6%	-0.5%	1.3%
> Cn1cccc1C(=O)OCc1ccc(F)cc1
  0.0%	-3.2%	6.8%	17.5%	2.1%	5.1%	?	20.3	?	3.1%	1.6%
> O=C(COC(=O)CNC(=O)c1ccc(Cl)c([N+](=O)[O-])c1)NCC1CCCO1 (configuration not stated)
  1.0%	1.4%	1.3%	.	.	.	1.4%	?	1.7%	0.7%	.
> COCn1c(C(O)c2ccccc2)cc2ccccc21 (configuration not stated)
  -12.5%	-1.0%	7.5%	-7.6%	-0.2%	14.4%	-2.4%	-0.9	1.9%	0.3%	1.1%
> CCN1CCN(c2ccc(NC(=O)c3ccc(Br)o3)cc2)CC1
  ?	?	.	.	-0.1%	.	16.4µM*	15.9	16.9µM*	?	2.6%
> COc1ccc(CN(C)C(=O)COC(=O)c2ccc(-c3ccccc3)cc2)c(OC)c1OC
  0.0%	-3.4%	-7.4%	.	.	.	-0.3%	-12.6	-18.9%	-2.8%	.

# Screening results: PubChem, National Center for Advancing Translational Sciences (NCATS)

# A portion of the library; count on the stated rates, not on these rows.
